# Screens deposited in PubChem BioAssay by several laboratories.
# T cell modulator – T cell immune modulation candidate; calls only at 7 µM; 2C CD8+ T cell-vesicle binding, flow cytometry; active compounds read low; AID 2052; actives 0.068% (n = 330,000);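 active = response, share of CD8 T cells binding vesicles, and their 90th percentile fluorescence all below set limits, cut at about 80% in these data, passing the limit was not always enough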
#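 Read-out – percent CD8+ FL2 mean versus row control · System – murine 2C transgenic CD8+ T lymphocytes · Times – 1.5 h cell–vesicle binding at 37 °C, then 20 min icy labelling · Control set – naked vesicles low, QL9 vesicles with vehicle high · Detection – cytometric PE anti-B7-1 and Alexa647 anti-CD8 signals after 1% paraformaldehyde fixation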
# Hep lipid drop – hepatic lipid droplet formation modulation; AML12 mouse hepatocytes, oleate lipid droplets, BODIPY imaging; inhibition, % at 6.5 µM; actives 0.4% (n = 240,000);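 active = lipid droplet intensity inhibited by at least 50%, with more than 500 cells counted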
#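 Technique: fluorescence imaging, 20x objective, two fields per well / Assay system: AML12 hepatocytes (mouse) / Measure: % inhibition of lipid droplet signal / Doses: 6.5 µM single-point dosing / Incubation: overnight exposure / Reagent: 100 µM oleic acid challenge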
# PhoP inhibition – PhoP-dependent GFP reporter repression – Salmonella Typhimurium, primary screen (AID 1863); S. Typhimurium PhoP-regulated promoter GFP reporter, 4 h; higher % means a stronger effect; inhibition, % at 50 µM; hits with a dose series show IC50 in µM; actives 0.16% (n = 300,000);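 active = inhibition over 29.93%, a cutoff 3 SD above the screen mean, later confirmed by dose response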;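 also: 0% = low Mg2+ inducing control and 100% = high Mg2+ repressing control; strong numbers were not always called active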
# Hep lipid drop cells 6.5 µM – second read-out of Hep lipid drop, no call of its own (marks repeat the call); cell count; measured here: cell count, cytotoxicity flag;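 cells counted across two imaged fields per well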
# T cell modulator vesicle-bound % – further read-out of T cell modulator, marked with its call; double positive events, %; measured here: CD8+ vesicle-bound cell fraction;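 binding gate set so that unloaded-vesicle control wells show 10% double positive cells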
# The depositor's hits bear a star; i = inactive. Some of the compounds tested; count on the stated rates, not on these rows.
structure	T cell modulator vesicle-bound %	Hep lipid drop	T cell modulator	Hep lipid drop cells 6.5 µM	PhoP inhibition
CCOc1ccc(OCCC(=O)OCC(=O)N2CCN(S(=O)(=O)c3ccc(Cl)cc3)CC2)cc1	41	4	i	779	4%
O=C(Nc1cc(Br)c(O)c(Br)c1)c1cccc(NC(=O)c2ccco2)c1	64	6	i	785	-10%
CC(=O)c1ccc(C(=O)NC2CCCN(Cc3ccccc3F)C2)cc1 (stereo not drawn)	9	-6	i	793	2%
CCCCCCOc1ccc(/C=C/C(=O)N2CCOCC2)cc1OC	61	-1	i	783	-4%
Cn1c(N2CCN(C(c3ccccc3)c3ccccc3)CC2)nc2c1c(=O)[nH]c(=O)n2C	58	5	i	765	-1%
CC(=O)c1cccc(NC(=O)COC(=O)c2ccccn2)c1	55	4	i	571	0%
NS(=O)(=O)c1ccc(CCNC(=O)CNCCc2ccccc2)cc1	57	-1	i	641	-5%
O=C1CSc2ccc(S(=O)(=O)CCC(=O)NC3CCCCC3)cc2N1	46	-4	i	668	-4%
Cc1cc(=O)oc2cc(OCC(=O)Nc3ccccc3C(N)=O)c(Cl)cc12	30	-9	i	636	12%
Cc1ccc(NC(=O)c2cccc(C(=O)Nc3ccc(C)c(C)c3)n2)cc1C	4	-1	i	822	0%
Cc1nnc(CN(C)C(=O)c2cc(COc3ccc(C)c(C)c3)on2)o1	57	-3	i	713	-7%
O=C(Cc1ccccc1)Nc1ccnn1C1CCN(Cc2ccc(CO)o2)CC1	46	0	i	836	-5%
C/C(=N\NC(=O)CCC(=O)NCc1ccccc1)c1ccco1	30	-1	i	691	3%
O=C(Nc1cc(=O)[nH]c(=O)[nH]1)c1cc(Cl)ccc1Cl	24	-10	i	734	3%
CC1(c2ccc3ccccc3c2)NC(=O)NC1=O (stereo not drawn)	33	-2	i	809	7%
O=C(CCNC(=O)C1CCN(S(=O)(=O)c2ccc(F)cc2)CC1)NCc1ccccc1	45	2	i	715	5%
COc1cc(/C=C2/SC(=S)N(CC(=O)O)C2=O)ccc1OCC(=O)Nc1ccc(C)c(C)c1	5	2	i	847	-7%
NC(=S)NN=C1c2ccccc2-c2ccccc21	28	19	i	845	3%
COc1ccc(C(=O)NC(C)c2csc(C)n2)cc1OC1CCN(C(C)=O)CC1 (stereo not drawn)	21	7	i	745	-4%
Cc1cccc(C(=O)NN/C=C/C(=O)c2ccccc2)c1	34	-2	i	823	9%
CCN(CC)C(=O)Cn1cc(C(=O)C(=O)NCc2cccnc2)c2ccccc21	35	5	i	757	-2%
Cc1cccc(NC(=O)CCNC(=O)c2ccccc2)c1	16	25	i	854	0%
O=C(NC1CCCCC1)c1cc(S(=O)(=O)N2CCOCC2)c(Cl)cc1Cl	46	-5	i	865	4%
COc1ccc([C@@H]2[C@@H]3C(=O)N(C(C)(C)C)C(=O)[C@@H]3[C@]3(Cc4ccc(Cl)cc4)C(=O)N(c4cccc(C)c4)C(=O)N23)cc1	52	-24	i	709	-3%
O=C(c1cccs1)N1CCC(c2nc3c(nnn3Cc3cccc(Cl)c3)c(=O)[nH]2)CC1	24	-2	i	839	4%
COc1ccc(-n2ncc3c2CC(C)(C)CC3NC(=O)CCn2nc(C)cc2C)cc1 (stereo not drawn)	20	9	i	665	5%
COc1cc(C2NC(=O)CCC2[N+](=O)[O-])cc(Br)c1OC (stereo not drawn)	33	17	i	438	8%
Cc1cccc(C)c1N(C(=O)c1ccco1)C(C(=O)NC1CCCC1)c1ccncc1 (stereo not drawn)	17	-2	i	779	3%
CCc1cc(=O)oc2cc(OCC(=O)NCCCN3CCCC3=O)c(Cl)cc12	12	-7	i	676	-7%
COCCNC(=O)C(c1ccc(C)cc1)N(C(=O)CCC(=O)Nc1ccccn1)c1cccc(C)c1 (stereo not drawn)	29	-14	i	818	2%
CC1Cc2cc(/C(O)=C3/C(=O)C(=O)N(CCCn4ccnc4)C3c3cccc([N+](=O)[O-])c3)ccc2O1 (stereo not drawn)	37	-2	i	691	-6%
CCc1ccc(/C=C2/SC(=S)N(CCC(=O)Nc3ccc(C(=O)O)cc3)C2=O)cc1	11	1	i	854	-12%

# 3 compounds out of the list, ordered by molecular weight, ascending:
structure	T cell modulator vesicle-bound %	Hep lipid drop	T cell modulator	Hep lipid drop cells 6.5 µM	PhoP inhibition
CCc1cc(=O)oc2cc(OCC(=O)NCCCN3CCCC3=O)c(Cl)cc12	12	-7	i	676	-7%
COc1ccc(-n2ncc3c2CC(C)(C)CC3NC(=O)CCn2nc(C)cc2C)cc1 (stereo not drawn)	20	9	i	665	5%
COCCNC(=O)C(c1ccc(C)cc1)N(C(=O)CCC(=O)Nc1ccccn1)c1cccc(C)c1 (stereo not drawn)	29	-14	i	818	2%

# Molecules listed so far with a nitro group on carbon:
structure	T cell modulator vesicle-bound %	Hep lipid drop	T cell modulator	Hep lipid drop cells 6.5 µM	PhoP inhibition
COc1cc(C2NC(=O)CCC2[N+](=O)[O-])cc(Br)c1OC (stereo not drawn)	33	17	i	438	8%
CC1Cc2cc(/C(O)=C3/C(=O)C(=O)N(CCCn4ccnc4)C3c3cccc([N+](=O)[O-])c3)ccc2O1 (stereo not drawn)	37	-2	i	691	-6%

# The list continues.
structure	T cell modulator vesicle-bound %	Hep lipid drop	T cell modulator	Hep lipid drop cells 6.5 µM	PhoP inhibition
CC(NC(=O)C1CCC(C(=O)NC(C)c2ccccc2)CC1)c1ccccc1 (stereo not drawn)	52	-2	i	816	-1%
Cc1cc(C)n(CC(O)COc2ccc(C(C)(C)C)cc2)n1 (stereo not drawn)	30	8	i	712	-11%
Cc1cc(NC(=O)c2ccno2)no1	18	27	i	848	-4%
Cc1cc(=O)oc2c3c(cc(OCC(=O)NC(C)C)c12)OC(C)(C)CC3	57	4	i	660	10%
COc1cccc(CN(C(=O)/C=C/c2ccco2)C2CCS(=O)(=O)C2)c1 (stereo not drawn)	8	3	i	715	-5%
CCc1ccc(N(CC(=O)NC2CCCC2)C(=O)CCC(=O)Nc2ccccn2)cc1	24	0	i	751	5%
COc1ccc(Cl)cc1S(=O)(=O)N1CCN=C1Cc1ccccc1	7	-5	i	713	-2%
S=C(NCCNC(=S)Nc1ccccc1)Nc1ccccc1	14	0	i	835	2%
Cc1ccc(-c2onc3ccc(Br)cc23)cc1	27	9	i	808	1%
Cc1ccc(CN(C(=O)c2ccccc2C)C2CCS(=O)(=O)C2)o1 (stereo not drawn)	18	-2	i	835	6%
COc1ccc(CN2CCNC(=O)C2CC(=O)NC2CCCC2)cc1OC (stereo not drawn)	9	1	i	845	8%
O=C(Cc1ccsc1)NCC(=O)Nc1ccc(F)c(F)c1	65	-2	i	755	-3%
Cc1ccc(/C=N/n2c(C3CCCCC3)n[nH]c2=S)cc1	12	21	i	838	9%
Cc1c(OCC(=O)NCC2CCC(C(=O)NCCCO)CC2)ccc2c(-c3ccccc3)cc(=O)oc12 (stereo not drawn)	25	6	i	718	2%
CCOc1ccc(NC(=O)CN(C)C(=O)c2ccc(C)o2)cc1OCC	58	9	i	799	4%
Cc1cc(C)cc(C(=O)NC(CC(N)=O)c2ccc(NC3CCCCCCC3)c([N+](=O)[O-])c2)c1 (stereo not drawn)	14	0	i	812	12%
COc1ccc2ccccc2c1CNCCN1CCOCC1	54	0	i	839	9%
Cc1ccc(NC(=O)CCCNC(=O)c2ccc(Cl)cc2)c(Br)c1	32	-16	i	747	-4%
O=C(O)C1CC1(c1ccccc1)c1ccccc1 (stereo not drawn)	58	3	i	853	15%
CCCCCCCCCCOC(=O)Cn1c(COc2ccccc2C)[n+](C)c2ccccc21	40	-62	i	615	13%
CC1Sc2ccc(S(=O)(=O)CCC(=O)N3CCN(c4ccccc4F)CC3)cc2NC1=O (stereo not drawn)	14	-22	i	736	4%
CC1CCN(C(=O)C(=O)Nc2sc3c(c2C(N)=O)CC(C)(C)OC3)CC1	30	-3	i	786	-11%
CC(=O)NC12CC3CC(C1)CC(C(=O)N1CCN(S(=O)(=O)c4ccc(Cl)s4)CC1)(C3)C2	50	-68	i	610	3%
COc1ccc(-n2nc(C(=O)NCC(=O)N3CCC(C)CC3)c3ccccc3c2=O)cc1	54	-3	i	763	1%

# Of the compounds above, these contain a tert-butyl group.
structure	T cell modulator vesicle-bound %	Hep lipid drop	T cell modulator	Hep lipid drop cells 6.5 µM	PhoP inhibition
COc1ccc([C@@H]2[C@@H]3C(=O)N(C(C)(C)C)C(=O)[C@@H]3[C@]3(Cc4ccc(Cl)cc4)C(=O)N(c4cccc(C)c4)C(=O)N23)cc1	52	-24	i	709	-3%
Cc1cc(C)n(CC(O)COc2ccc(C(C)(C)C)cc2)n1 (stereo not drawn)	30	8	i	712	-11%

# Other records follow.
structure	T cell modulator vesicle-bound %	Hep lipid drop	T cell modulator	Hep lipid drop cells 6.5 µM	PhoP inhibition
Nc1c(Cl)cc(-c2[nH]c3cc(C(=O)NCCO)ccc3c(=O)c2O)cc1Cl	30	-1	i	719	5%
Cc1ccc(S(=O)(=O)NC2CCCCCCC2)cc1	48	3	i	874	2%
O=C(NCC(c1ccco1)N1CCCC1)c1cccc(S(=O)(=O)Nc2ccc(Br)cc2)c1 (stereo not drawn)	10	-2	i	815	0%
O=C(c1ccco1)N1CCN(C(=O)c2cc(-c3ccc(F)cc3)no2)CC1	15	-1	i	679	-5%
COc1cccc(NC(=O)NC2CCCCCCC2)c1	64	8	i	795	-3%
O=C(CCNS(=O)(=O)c1ccc(Br)cc1)NCCc1ccccc1	10	30	i	688	-3%
Cc1cccc(C)c1N1CCN(CCn2c(=S)[nH]c3ccccc3c2=O)CC1	44	-1	i	808	-1%
CC(=O)N1c2ccc(S(=O)(=O)N3CCCCC3)cc2CC1C(=O)NCc1cccc(Cl)c1 (stereo not drawn)	60	1	i	704	2%
CCCCN(CC(=O)NC1CCCC1)C(=O)C(=O)Nc1ccc2c(c1)OCCO2	38	-1	i	824	3%
CN1C(C(=O)NCc2cccs2)=CC(c2ccc(F)cc2)=NS1(=O)=O	9	-11	i	778	-4%
Nc1nc(SCC(=O)Nc2ccc(OC(F)(F)F)cc2)[nH]c(=O)c1NC(=O)c1ccc(Br)o1	4	-8	i	808	-4%
Cc1ccc(Cl)cc1N(C(=O)c1csnn1)C(C(=O)NC1CCCC1)c1ccco1 (stereo not drawn)	39	10	i	745	3%
Cc1cc(Cl)c2oc(C(=O)N3CCN(C(=O)c4ccco4)CC3)c(C)c2c1	18	-20	i	758	3%
CN(C)C(CNC(=O)c1cccc(C(F)(F)F)c1)c1ccco1 (stereo not drawn)	22	-14	i	833	4%
O=C(Cc1ccc([N+](=O)[O-])cc1)Nc1ccon1	6	7	i	840	0%
O=C(NCc1ccc(Cl)cc1)c1ccc2ccccc2n1	21	1	i	870	0%
CSc1ncccc1C(=O)OCc1c(F)cccc1Cl	26	-29	i	771	0%
COC(=O)c1ccccc1NC(=O)C1CCN(c2ncnc3c2nc2n3CCCCC2)CC1	29	-13	i	747	8%
Cc1ccc(-c2nnc(SCC(=O)NC3CCCC3)n2C)cc1	27	18	i	853	-1%
Cc1c(OCC(=O)NCc2cccnc2)ccc2c3c(c(=O)oc12)CCCC3	62	-3	i	712	-7%
CC(C)CNC(=O)c1ccccc1N(Cc1ccccc1)S(C)(=O)=O	57	-20	i	765	-4%
CCN(CC)C(=O)c1csc(Nc2cccc3ccccc23)n1	40	-2	i	799	5%
CCc1ccccc1NC(=O)c1ccc2snnc2c1	60	41	i	677	-3%
N/C(Cc1cccc2ccccc12)=N\OC(=O)c1ccccc1F	55	-7	i	722	-1%
CC1CCN(C(=O)C2CCN(c3nnc(-n4cccc4)s3)CC2)CC1	46	-15	i	734	7%
CCCCCC(=O)Nc1ccc(-c2nnc3n2CCCCC3)cc1	71	3	i	721	-1%
COc1cccc(C(=O)NC2CCCN(C3Cc4ccccc4C3)C2)c1OC (stereo not drawn)	25	-3	i	780	-3%
Cc1[nH]c(C)c(S(=O)(=O)N2CCC(C)CC2)c1C(=O)N1CCCC1	6	-1	i	762	-10%
COCCN(C(=O)CCC(=O)Nc1ccccn1)C(C(=O)NCCC(C)C)c1ccc(F)cc1 (stereo not drawn)	23	-6	i	837	-4%
CCCNC(=O)COc1coc(CN2CCN(c3ccccc3)CC2)cc1=O	34	8	i	694	7%
CCNc1nc(SCC(=O)Nc2ccccc2)nc(N2CCOCC2)n1	27	13	i	740	-1%
COc1ccc(C(=O)C2CCN(CC(=O)Nc3cc(C)cc(C)c3)CC2)cc1	8	8	i	726	-4%
COC(=O)c1ccc(/C=C2/SC(=S)N(CCC(=O)NCCCN3CCOCC3)C2=O)cc1	15	-17	i	834	7%
COc1ccc(-c2noc(CCC(=O)NCCc3ccccc3)n2)cc1	25	13	i	422	26%
CCn1cc(S(=O)(=O)Nc2ccc(Cl)cc2F)cn1	52	16	i	637	-3%
